TAAR1 agonist = human TAAR1 agonism; CHO RD-HGA16 TAAR1, Fluo-8 calcium fluorescence; vehicle wells 0%, saturating PEA agonist 100%; activation, % at 3 µM; actives 0.99% (n = 360,000); AID 624467;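 active means activation above the mean activation of all test compounds in the run plus 3 SD, cut at about 38% in these data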
Target sequence (Q96RJ0 whole entry, looked up): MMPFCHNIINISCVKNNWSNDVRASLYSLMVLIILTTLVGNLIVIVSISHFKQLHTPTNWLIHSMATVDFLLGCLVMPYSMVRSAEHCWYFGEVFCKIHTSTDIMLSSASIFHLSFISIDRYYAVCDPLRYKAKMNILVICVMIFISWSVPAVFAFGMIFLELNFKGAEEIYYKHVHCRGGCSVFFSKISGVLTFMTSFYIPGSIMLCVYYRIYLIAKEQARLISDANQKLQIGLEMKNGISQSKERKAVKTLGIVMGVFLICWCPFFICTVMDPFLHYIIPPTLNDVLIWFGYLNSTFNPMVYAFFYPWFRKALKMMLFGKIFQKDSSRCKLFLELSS
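System: CHO-derived RD-HGA16 cells with stable Gα16 and human TAAR1. Times: 17-24 h plating, Fluo-8 75 min 37 °C, 30 min RT. Measured by: calcium-sensitive Fluo-8 signal, excitation 470-495, emission 515-575 nm. Read-out basis: % activation relative to PEA EC100 response. Control set: DMSO and PEA EC100. Repeats: no replicates (n 1).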
TAAR1 antag = human TAAR1 antagonism. AID 624466. CHO RD-HGA16 TAAR1, Fluo-8 calcium fluorescence, antagonist. Q96RJ0. actives 1.5% (n = 360,000). inhibition, % at 3 µM;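 active means inhibition above a per-plate cutoff, the mean inhibition of test compounds on that plate plus 3 SD, cut at about 49% in these data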;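 further: 0% = DMSO plus EC80 beta-PEA response and 100% = DMSO alone without agonist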
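Test system – hTAAR1-expressing CHO RD-HGA16 cells, Gα16-coupled · Reagent – β-PEA at EC80 concentration, post-compound challenge · Compound dosing – 3 µM, single point · Timing – 140 s kinetic read after compound, 140 s after agonist · Detection – Fluo-8 intracellular calcium dye fluorescence, real-time kinetic reads · Control set – DMSO and EC80 PEA controls · Repeats – n of 1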
V1aR counter = V1a receptor agonism, counter-screen for OXTR agonists; P37288; CHO-V1R cells, Fluo-8 calcium fluorescence, agonist mode; 0% DMSO, 100% 3 nM vasopressin; activation, % at 3 µM; actives 0.25% (n = 320,000); AID 2797;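 active means activation above the mean activation of all tested compounds plus 3 SD, per screening run, cut at about 20% in these data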;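 further: signal is peak over basal fluorescence ratio across a 100 second FLIPR read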
Target sequence (P37288 whole entry, looked up): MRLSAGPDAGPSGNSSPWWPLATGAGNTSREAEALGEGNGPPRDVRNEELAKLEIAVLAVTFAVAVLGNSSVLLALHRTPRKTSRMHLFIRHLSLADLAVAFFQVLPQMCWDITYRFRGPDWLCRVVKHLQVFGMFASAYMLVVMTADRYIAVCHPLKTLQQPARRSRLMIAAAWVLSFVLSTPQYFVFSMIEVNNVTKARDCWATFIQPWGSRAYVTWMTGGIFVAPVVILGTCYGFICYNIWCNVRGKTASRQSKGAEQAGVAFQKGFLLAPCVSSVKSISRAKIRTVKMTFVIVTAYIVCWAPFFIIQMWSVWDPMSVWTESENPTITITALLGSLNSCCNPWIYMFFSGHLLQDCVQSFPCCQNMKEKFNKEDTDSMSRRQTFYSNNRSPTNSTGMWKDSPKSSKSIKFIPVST
CHRM1 agonist = activates human CHRM1 receptor. actives 0.33% (n = 360,000). P11229. activation, % at 3 µM. AID 588814. CHO-K1 hM1, Fluo-8 calcium fluorescence, agonist mode; 0% DMSO, 100% acetylcholine EC100;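 active means activation above the run's mean compound activation plus 3 SD, cut at about 16% in these data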;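 further: peak over basal fluorescence ratio within a 140 s kinetic read after compound addition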
CHRM1 PAM = potentiates human M1 receptor response to acetylcholine. actives 0.088% (n = 360,000). P11229. activation, % at 3 µM. CHO-K1 hM1, Fluo-8 calcium fluorescence, ACh EC20; 0% = ACh EC20, 100% = maximal ACh; in the data active means activation above about 19%, passing the limit was not always enough
OXTR agonist = human OXTR agonism; CHO-OTR cells, Fluo-8 calcium fluorescence; normalized: DMSO 0%, oxytocin 100%; AID 2435; activation, % at 3 µM; actives 0.32% (n = 320,000);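 active means activation above the mean of all tested compounds plus 3 SD, cutoff set per screening run, cut at about 20% in these data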;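 further: peak over basal fluorescence ratio from a 100 s FLIPR kinetic read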
CHO parental Ca = counter-screen for OX1R antagonists: effect in parental CHO cells; parental CHO-K1, ATP-induced calcium, Fluo-8 fluorescence; actives 0.63% (n = 330,000); inhibition, % at 5.6 µM; AID 463079;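 active means inhibition above that plate's mean sample inhibition plus 3 SD, cut at about 26% in these data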;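 further: 0% = ATP-challenged DMSO wells and 100% = DMSO wells without ATP; some compounds past the cut are filed as inactive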
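Measured by: calcium-sensitive Fluo-8 fluorescence / Test system: CHO parental line / Controls: ATP-challenged DMSO wells low, unchallenged DMSO wells high / Measure: % inhibition / Compound: single nominal dose of 5.6 µM per compound / Replicates: single well per compound, no replicates / Reagent: ATP as calcium-mobilizing challenge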
OXTR potentiator = human OXTR potentiation. CHO-OTR cells, Fluo-8 calcium fluorescence, potentiator mode; 0% = oxytocin EC15, 100% = EC100. AID 2445. activation, % at 3 µM. actives 0.061% (n = 320,000);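 active means activation above that plate's cutoff, the mean activation of tested compounds plus 3 SD, cut at about 6.6% in these data, passing the limit was not always enough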;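 further: 100% uses oxytocin at 75 nM as the full agonist control; some results filed as inactive read as strong as hits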
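Assay system: CHO-OTR cells, human receptor / Also added: oxytocin at about EC15, sub-maximal agonist stimulus / Dosing: single dose, 3.0 µM nominal final compound concentration / Incubation: 6 min pre-incubation, 100 s read / Technique: Fluo-8 calcium dye fluorescence / Read-out: % activation vs EC15 and EC100 oxytocin / Benchmarks: EC15 oxytocin low, 75 nM oxytocin high / Replicates: singlicate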
CHRM1 antagonist = blocks human M1 muscarinic receptor; CHO-K1 hM1, Fluo-8 calcium fluorescence, ACh EC80 antagonist; inhibition, % at 3 µM; actives 1.3% (n = 360,000); AID 588852;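 active means percent inhibition above its own plate's cutoff, namely the mean of that plate's compound wells plus 3 SD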;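 further: peak over basal fluorescence ratio during 140 s after agonist addition; 0% = ACh EC80 plus DMSO and 100% = DMSO alone without agonist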
Numbers without * were called inactive; · = no result given.

SMILES | TAAR1 agonist | TAAR1 antag | V1aR counter | CHRM1 agonist | CHRM1 PAM | OXTR agonist | CHO parental Ca | OXTR potentiator | CHRM1 antagonist
CCNC(=S)NC1CC2CCCC(C1)N2Cc1ccco1 (stereo not drawn) | 7 | -5 | 0.9 | -15 | -12 | 0.1 | -10 | 1 | 2
Cc1ccc(C(C(=O)NC(C)(C)C)N(CC2CCCO2)C(=O)CCC(=O)Nc2ccccn2)cc1 (stereo not drawn) | -5 | 15 | -0.6 | -1 | 6 | -0.6 | -5 | -13 | -6
CCOC(=O)[C@H]1[C@H]2COc3ccc(Cl)cc3[C@@H]2N2C(=O)c3cc(F)ccc3NC(=O)[C@@]12C | 20 | 9 | -0.5 | -5 | -5 | -0.4 | -14 | -10 | 8
C=CCC[C@H](Cc1ccc(F)cc1)C(=O)OC[C@@H](C)NC(=O)[C@H](CC=C)CC(=O)NCCO | 8 | -9 | 0.5 | 5 | 13 | 0.6 | -19 | -2 | 10
CC(C)Oc1ccc(C2C(C#N)=C(N)Oc3c2oc(CO)cc3=O)cc1 (stereo not drawn) | 4 | -21 | 2.3 | -4 | 7 | 1.6 | 10 | -15 | -1
COc1cccc2cc(C(=O)Nc3ccccc3C)/c(=N/O)oc12 | 6 | 14 | -0.2 | -3 | 18 | 1.7 | -9 | -4 | -16
CNC(=O)CN(c1cccc2ccccc12)S(C)(=O)=O | 0 | 13 | -1.4 | -4 | 11 | 0.9 | 0 | -8 | -15
CCc1ccc(-c2cc(C)no2)cc1S(=O)(=O)NCc1ccc(OC)c(OC)c1 | 1 | 9 | 4.3 | -1 | 0 | 2.6 | -12 | -12 | -1
CC(NC(=O)Cn1ccsc1=N)C12CC3CC(CC(C3)C1)C2 (stereo not drawn) | 12 | -9 | 1.8 | -8 | -13 | 2.3 | -9 | -13 | -3
COc1cccc(C(NC(C)=O)c2ccc3cccnc3c2O)c1 (stereo not drawn) | 5 | -14 | 0.1 | -5 | 6 | 0.5 | -17 | -7 | -9
CC(NC(=O)c1ccco1)C(=O)N1CCN(c2cccc(Cl)c2)CC1 (stereo not drawn) | 0 | 13 | 1.0 | -2 | 7 | 1.5 | -7 | -2 | 3
O=C1NC(=O)C2(COC(c3ccccc3Cl)OC2)S1 (stereo not drawn) | 4 | -4 | 1.0 | -7 | 12 | -0.3 | 1 | 1 | -4
COc1cc(-c2nc3ccccn3c2NCC2CCCO2)ccc1O (stereo not drawn) | 19 | 59* | 1.0 | 2 | -13 | 1.1 | -18 | -3 | 24*
Cc1ccc(S(=O)(=O)N2CCN(C(=O)CSc3nnnn3C)C2)cc1 | 6 | 1 | 0.3 | -1 | 1 | -0.4 | -3 | -2 | -2
COC(=O)C1=NN(c2ccccc2)C2(S1)SC(C(C)=O)=C(C)N2c1ccccc1 (stereo not drawn) | 4 | 5 | -0.8 | -4 | 5 | -2.5 | -3 | -1 | -5

A different layout for two compounds above.
| SMILES | TAAR1 agonist | TAAR1 antag | V1aR counter | CHRM1 agonist | CHRM1 PAM | OXTR agonist | CHO parental Ca | OXTR potentiator | CHRM1 antagonist |
| --- | --- | --- | --- | --- | --- | --- | --- | --- | --- |
| Cc1ccc(C(C(=O)NC(C)(C)C)N(CC2CCCO2)C(=O)CCC(=O)Nc2ccccn2)cc1 (stereo not drawn) | -5 | 15 | -0.6 | -1 | 6 | -0.6 | -5 | -13 | -6 |
| COc1cc(-c2nc3ccccn3c2NCC2CCCO2)ccc1O (stereo not drawn) | 19 | 59* | 1.0 | 2 | -13 | 1.1 | -18 | -3 | 24* |

Additional records.
SMILES | TAAR1 agonist | TAAR1 antag | V1aR counter | CHRM1 agonist | CHRM1 PAM | OXTR agonist | CHO parental Ca | OXTR potentiator | CHRM1 antagonist
CC(=O)Nc1ccc2c(c1)c1ccccc1n2C(C)=O | 5 | -6 | -0.5 | -8 | 7 | -1.6 | -12 | -5 | -11
COc1cc(OC)cc(C(=O)Nc2ncn[nH]2)c1 | 9 | -10 | -0.1 | -2 | 10 | 0.7 | -8 | 0 | -9
O=C(c1ccc2oc(Cc3ccc(Cl)cc3)nc2c1)N1CCCCC1CCO (stereo not drawn) | 4 | -20 | 3.7 | 0 | 4 | 2.9 | -11 | -4 | -1
CN(C)CCCOC(=O)c1ccccc1Cl | 10 | 9 | 0.7 | -4 | -13 | 1.1 | -6 | -6 | 19
O=C(NCCCN1CCCC1=O)C1CCN(S(=O)(=O)c2c(Cl)cccc2Cl)CC1 | 2 | 0 | 0.1 | -4 | 3 | 0.8 | -15 | 2 | 2
Cc1cc(C)nc(N/N=C2/CCCC/C2=C\c2ccccc2)n1 | 14 | 6 | 0.9 | -6 | 2 | -2.0 | 0 | -8 | 2
CCCCCCCC(=O)Oc1ccc(C(=O)Nc2cc(C)on2)cc1 | 0 | 0 | 1.3 | -2 | 4 | -0.5 | 7 | -14 | 3
CSc1nc(NCC(C)C)nc(N2CCOCC2)n1 | 26 | -5 | 0.3 | -7 | 6 | -1.6 | -9 | 8 | -4
CC(=O)c1ccc(N2CCN(S(=O)(=O)c3ccc4ccccc4c3)CC2)cc1 | 1 | 3 | 1.7 | -3 | -1 | 0.1 | -12 | -7 | 2
Cc1ccc(C(=O)Nc2ccc(N3CCOCC3)nc2)cc1 | 1 | 6 | -0.7 | -2 | 7 | 0.2 | -12 | -6 | -1
CCN1CCN(CC(O)COC(C)C)CC1 (stereo not drawn) | 9 | 21 | 0.3 | -3 | -7 | 0.3 | 10 | -4 | 12
Cc1ccc(C(=O)CCC(=O)N2CCN(c3ccc(F)cc3)CC2)cc1 | -2 | -2 | 3.1 | -3 | 5 | 0.6 | -24 | -9 | -11
CC(C)CNc1oc(-c2ccco2)nc1C#N | -1 | -3 | -0.4 | -4 | 1 | -1.2 | -13 | -9 | 2
NC(=O)NOCc1ncc(C(F)(F)F)cc1Cl | 8 | 0 | 0.4 | 0 | 8 | -0.2 | 2 | -9 | -8
CC(C)N(C=O)C1(C(=O)NC2CCCCC2)CCCCC1 | 24 | -9 | -0.5 | -3 | 14 | -0.6 | 1 | -11 | -9
O=C(CSc1ccc2ccccc2c1)Nc1ccncc1 | 23 | 15 | 9.7 | -3 | -12 | 16 | 16 | -9 | 31*
O=C(Cc1nnc(NC(=O)Nc2ccccc2)s1)NCc1ccccc1 | 60* | 39 | 0.3 | -3 | 2 | 0.1 | -13 | -1 | -1
CC(/C=N/NC(=O)c1ccncc1)=C\c1ccco1 | 8 | 1 | 0.1 | -4 | 6 | -1.0 | -11 | -6 | -6
CCc1noc(C)c1C(=O)N(C)CC(=O)Nc1cccc(OC)c1 | 5 | -12 | -0.6 | -4 | 5 | 0.0 | -4 | -8 | -8
CCN1C(=O)N(CC)C(O)(c2ccccc2)C1(O)c1ccccc1 (stereo not drawn) | 1 | -7 | 0.0 | -4 | -10 | 0.2 | 8 | -10 | 15
O=C(c1ccc(CS(=O)c2ccccc2Cl)o1)N1CCN(C2CCCCC2)CC1 (stereo not drawn) | 3 | -19 | · | -7 | 0 | · | · | · | -14
COc1ccccc1-c1coc2c(CN3CCOCC3)c(O)ccc2c1=O | 2 | -21 | -0.6 | -4 | 1 | -0.7 | -10 | -3 | -13
Cc1cc(/C=C(/C#N)c2nc3ccccc3[nH]2)c(C)n1-c1cc(C(=O)O)cc(C(=O)O)c1 | 1 | -2 | · | -2 | -12 | · | · | · | 11
CCc1cccc(OCCCCN(CC)CC)c1 | 15 | -10 | 1.9 | -5 | -3 | 1.3 | 6 | 1 | -26
C=CCNc1nc2ccccc2nc1NS(=O)(=O)c1ccc(OC)cc1 | -2 | -4 | 2.7 | -2 | 5 | 1.5 | -15 | -14 | -2
CC1(C)CC(=Cc2ccccc2[N+](=O)[O-])C(=O)c2ccccc21 | 0 | -2 | · | -2 | -3 | · | · | · | -5
CCC(CC)C(=O)OCC(=O)Nc1cc(OC)c([N+](=O)[O-])cc1C | 0 | 13 | 1.8 | -7 | -4 | -1.7 | -15 | -4 | -4
O=[N+]([O-])c1ccc(CNc2ccc(F)cc2)s1 | 5 | 4 | -1.1 | -7 | -4 | -1.7 | -7 | -4 | -7
CCOc1ccc(C2C3=C(CC(C)(C)CC3=O)N(CCCOC)C3=C2C(=O)CC(C)(C)C3)cc1OC | 1 | -19 | · | 0 | -2 | · | · | · | 12
O=C(CSc1nnc(-c2ccco2)o1)N1CCN(c2ccccc2)CC1 | 9 | 4 | -0.6 | -2 | 9 | -0.2 | -3 | -2 | 1
Cc1ccc(Oc2ccc(OCC(=O)NC(CC(C)C)C(=O)O)cc2)cc1 (stereo not drawn) | 3 | -1 | -0.3 | -6 | 6 | -0.1 | 7 | 0 | -9
Cc1cc(NC(=O)CSc2nnc(-c3ccncc3)n2-c2ccc(F)cc2)no1 | 7 | -22 | 1.6 | -3 | 3 | 0.3 | -5 | -9 | -1
Cc1ccc(OCCC(=O)OCC(=O)Nc2ccc(F)cc2)cc1 | 0 | -23 | -0.1 | 0 | 2 | 0.1 | 6 | -10 | -11
Cc1ccc(NC(=O)C2CCCN2S(=O)(=O)c2ccc3c(c2)n(C)c(=O)c(=O)n3C)c(C)c1 (stereo not drawn) | -5 | -3 | 0.4 | -7 | 11 | 0.6 | 1 | -2 | -9
COC(=O)c1c(-c2ccc(C)cc2)csc1NC(=O)c1c(-c2ccccc2)noc1C | 5 | 6 | 0.0 | · | · | -0.7 | -15 | -14 | ·
COc1ccc(C=C(C(=O)c2ccccc2)c2ccccc2)cc1 | 1 | 20 | · | 0 | -4 | · | · | · | 10
CCOc1ccc(NC(=S)NCCCn2ccnc2)cc1 | 2 | -5 | -0.1 | -9 | -1 | 0.1 | -14 | -5 | -1
NC(CCc1ccccc1)c1csc(Nc2ccc(C(=O)NCCCO)cn2)n1 (stereo not drawn) | 2 | -13 | · | -3 | 15 | · | · | · | -9
Cc1ccc(S(=O)(=O)N(c2nc(N(C)C)nc(N(C)C)n2)n2cnnc2)cc1 | 5 | -3 | -0.7 | -4 | 2 | -0.5 | -17 | -1 | -22
CCNC(=O)C1(C)CCCN(C(=O)c2cc3ccccc3s2)C1 (stereo not drawn) | 1 | 0 | · | -3 | 7 | · | · | · | -11
COC(=O)C1=NN(C(=O)c2ccccc2)C(C)(O)C1 (stereo not drawn) | 16 | -15 | -0.3 | -3 | 3 | 0.8 | -10 | 1 | -6
CNc1ccc(/C=C2\CSc3ccccc3C2=O)cc1[N+](=O)[O-] | 0 | 0 | -1.1 | -5 | -10 | 0.6 | -2 | -7 | 31
